Scp-1 inhibitor = inhibitors of human Scp-1 phosphatase. 340,000 tested, 0.88% active. AID 493091. Q9GZU7. Recombinant Scp1, phosphopeptide, malachite green phosphate absorbance. inhibition, % at 20 µM;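 active = inhibition above about 50% at 20 µM, limit read from the data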;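 note: plate controls were DMSO wells with enzyme for no effect and wells lacking enzyme for full effect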
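Times: enzyme reaction 45 min at room temperature, colour 5 min, stabilisation 30 min. Material: SCP-1 catalytic fragment, aa 76-261. Medium: Acidic Tris acetate buffer with magnesium and detergent. Signal: colorimetric free-phosphate detection, absorbance 630 nm. Read-out basis: % inhibition of SCP-1 phosphate liberation. Reagent: Phosphorylated 17-residue peptide substrate.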
NadD inh = NadD (S. aureus) enzyme inhibition | purified NadD enzyme, colorimetric absorbance read-out | inhibition, % at 20 µM | 360,000 tested, 0.78% active; in the data active = inhibition above about 26%; note: some compounds past the cut are filed as inactive
DNMT1 block = blocks human DNA methyltransferase DNMT1; inhibition (reported as % activation of signal), % at 10 µM; P26358; 360,000 tested, 0.83% active; DNMT1 molecular beacon, Hinp1I cleavage, fluorescence; in the data active = inhibition above about 50%
Rpn11 inh = Rpn11 (human) deubiquitinase inhibition | O00487 | human 26S proteasome, Ub4-pepOG fluorescence polarization; 20S core pre-blocked with epoxomicin | calls only at 20 µM | 360,000 tested, 0.59% active;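 active = inhibition at 20 µM, scaled to each plate's controls, above about 33%, limit read from the data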
Target sequence (O00487 whole entry, looked up): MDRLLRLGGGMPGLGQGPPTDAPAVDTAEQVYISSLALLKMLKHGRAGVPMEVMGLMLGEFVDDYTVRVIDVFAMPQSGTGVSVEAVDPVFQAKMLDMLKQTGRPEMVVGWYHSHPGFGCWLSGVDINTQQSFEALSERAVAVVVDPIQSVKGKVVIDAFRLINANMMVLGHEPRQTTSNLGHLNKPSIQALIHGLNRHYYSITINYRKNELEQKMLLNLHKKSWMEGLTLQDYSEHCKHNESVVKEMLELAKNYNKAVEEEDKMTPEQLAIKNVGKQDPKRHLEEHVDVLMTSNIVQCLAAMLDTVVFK
STEP inh = inhibitors of human striatal-enriched phosphatase STEP. P54829. recombinant STEP, OMFP fluorogenic substrate, fluorescence. inhibition, % at 20 µM. 360,000 tested, 0.25% active;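 active = inhibition at 20 µM, scaled per plate between control wells, above about 37%, limit read from the data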;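 note: 0% = DMSO with enzyme and substrate and 100% = substrate only without enzyme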
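Test system: STEP tyrosine phosphatase / Reagent: OMFP at 25 µM / Doses: 20 µM, 1% DMSO / Read-out: percent inhibition scaled to no-enzyme and uninhibited-enzyme controls, plate-pattern corrected / Detection: FITC-channel fluorescence of OMFP product / Medium: Bis-Tris buffer pH 6.0, 2.5 mM DTT, 0.005% Tween 20 / Schedule: 20 min at room temperature, dark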
PABP1 MLLE inh = blocks PAM2 peptide binding to the PABP1 MLLE domain; P11940; GST-MLLE / FITC-PAM2 fluorescence polarization; inhibition, % at 20 µM; 360,000 tested, 0.36% active; in the data active = inhibition above about 35%, passing the limit was not always enough;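 note: plate controls were DMSO wells with GST-MLLE for no effect and wells lacking GST-MLLE protein for full effect; some results filed as inactive read as strong as hits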
Target sequence (P11940 whole entry, looked up, the tested form may be a part): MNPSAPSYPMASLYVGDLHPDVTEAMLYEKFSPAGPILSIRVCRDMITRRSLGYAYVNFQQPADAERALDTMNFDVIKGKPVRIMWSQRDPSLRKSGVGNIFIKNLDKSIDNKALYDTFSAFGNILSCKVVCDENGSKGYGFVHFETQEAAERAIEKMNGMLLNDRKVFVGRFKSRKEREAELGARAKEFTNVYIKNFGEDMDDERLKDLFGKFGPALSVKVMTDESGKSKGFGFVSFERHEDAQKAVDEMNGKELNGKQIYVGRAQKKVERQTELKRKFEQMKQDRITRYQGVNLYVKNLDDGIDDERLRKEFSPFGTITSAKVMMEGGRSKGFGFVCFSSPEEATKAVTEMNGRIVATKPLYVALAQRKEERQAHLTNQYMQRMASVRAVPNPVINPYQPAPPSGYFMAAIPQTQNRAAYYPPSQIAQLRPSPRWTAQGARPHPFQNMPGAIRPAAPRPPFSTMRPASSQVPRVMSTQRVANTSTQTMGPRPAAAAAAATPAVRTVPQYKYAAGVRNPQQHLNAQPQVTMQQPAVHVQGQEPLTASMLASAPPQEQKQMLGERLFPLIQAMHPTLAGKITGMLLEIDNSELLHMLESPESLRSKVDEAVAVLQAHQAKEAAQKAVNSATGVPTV
Tb MetRS inh = Trypanosoma brucei MetRS inhibition; purified T. brucei MetRS, ATP depletion, Kinase-Glo luminescence; inhibition, % at 11.9 µM; 360,000 tested, 0.4% active;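 active = inhibition above a per-plate cutoff of the control wells' mean inhibition plus 3 SD, cut at about 5.5% in these data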;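 note: 0% = DMSO wells median and 100% = median of wells with control inhibitor compound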
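Material: parasite MetRS enzyme / Replication: singlicate, one well per compound / Signal: luminescence of leftover ATP / Schedule: 2 h aminoacylation at 25 °C after 15 min preincubation / Medium: HEPES-MgCl2-KCl buffer plus DTT, spermine, BSA, pyrophosphatase / Doses: 11.9 µM single point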
SUMO1-SIM PPI = modulators of human SUMO1-mediated protein-protein interactions; P63165; SUMO1 binding to a labelled peptide, TR-FRET, 1 h; inhibition, % at 20 µM; 360,000 tested, 0.33% active; AID 602429; in the data active = inhibition above about 37%
Target sequence (P63165 whole entry, looked up): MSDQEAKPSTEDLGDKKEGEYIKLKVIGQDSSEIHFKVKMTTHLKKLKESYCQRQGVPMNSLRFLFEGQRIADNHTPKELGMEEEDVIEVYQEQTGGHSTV
LMPTP block = blocks human LMPTP phosphatase; recombinant LMPTP-A, OMFP fluorogenic substrate, fluorescence intensity; inhibition, % at 20 µM; 360,000 tested, 0.22% active; P24666;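 active = compounds that cut the enzyme signal by at least half of the control window in the single-dose screen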;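 note: plate controls were DMSO wells with enzyme plus substrate for no effect and substrate without enzyme for full effect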
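Assay system: LMPTP-A enzyme. Input: 0.625 nM LMPTP-A final. Probe or stimulus: 400 µM OMFP. Compound dosing: single 20 µM dose. Schedule: 50 min dark incubation at room temperature. Detection: fluorescence intensity of OMFP turnover product. Read-out: percent inhibition versus substrate-only and uninhibited controls. Benchmarks: no-enzyme low control, uninhibited high control.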
CSN deneddyl inh = CSN deneddylation inhibition; Purified CSN, SCF-Nedd8-OG deneddylation, fluorescence polarization; Q92905; inhibition, % at 12.5 µM; 360,000 tested, 0.38% active; AID 651999;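 active = pattern-corrected inhibition above about 35%, with an unprinted fluorescence ratio check between 0.5 and 1.5, limit read from the data, passing the limit was not always enough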;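 note: 0% = enzyme with substrate and 100% = substrate without enzyme; some results filed as inactive read as strong as hits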
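Schedule: reaction 90 min, room temperature / Assay system: HEK293T-derived human Csn5 enzyme / Input: Csn5 at 0.24 nM final / Measure: inhibition of Csn5 cleavage, % / Control set: substrate-only high control, full reaction low control / Technique: fluorescence polarization of the substrate / Buffer or medium: Tris/NaCl/DTT buffer, pH 7.5 / Reagent: SCFSkp2-Nedd8OG substrate at 10 nM final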
Active calls of the source: *; i = inactive; · = no result given. These rows are one share of the data, so the mix of outcomes need not match the whole.

SMILES	Scp-1 inhibitor	NadD inh	DNMT1 block	Rpn11 inh	STEP inh	PABP1 MLLE inh	Tb MetRS inh	SUMO1-SIM PPI	LMPTP block	CSN deneddyl inh
O=c1[nH]c(=O)n(Cc2ccc(F)cc2)c(O)c1C=NCCCn1ccnc1	-4	-6	4	i	4	-5	0.2	3	-3.0	4
CCOC(=O)c1c(/N=C/C2C(=O)NC(=S)NC2=O)sc2c1CCC2	7	7	-4	·	-6	-79	-0.2	3	1.1	14
CC(C)c1ccc(N=Cc2c(O)n(C3CC3)c(=S)[nH]c2=O)cc1	-9	-1	4	i	-2	10	0.4	5	-1.0	3
Cc1cc(OCC(=O)NCC2CCC(C(=O)O)CC2)c2c3c(c(=O)oc2c1)CCC3 (stereo not given)	15	-2	1	i	-1	5	-1.9	1	-0.1	2
CC(C)NC(C)C(=O)c1ccc2ccccc2c1 (stereo not given)	-6	-5	0	i	-3	6	0.3	-7	-0.6	-6
CCCCCCn1c(=O)c(C(=O)Nc2cccc(C)n2)c(O)c2ccccc21	5	7	1	i	1	16	0.5	4	-3.7	2
CC(=O)N1CCCSC1=Nc1ccccc1	-7	-4	2	i	0	7	-0.3	4	-1.9	2
CC(=O)N1CCC2(CC1)CC(=O)c1cc(OCC(=O)N3CCN(C)CC3)ccc1O2	8	-5	0	i	1	4	-1.0	-4	-1.7	-5
COc1ccc(-n2c(/C=C3\C(=O)Nc4ccccc43)nc3ccccc3c2=O)cc1	-7	-11	-1	i	1	-11	0.3	-9	1.6	-17
CCOC(=O)c1c(C)n(Cc2ccccc2)c2ccc(OCC(O)CN3C(=O)CNC3=O)cc12 (stereo not given)	-1	-6	-2	i	-2	-4	-0.4	7	0.5	3
C/C(CC(c1ccccc1)c1c(O)c2ccccc2oc1=O)=N\Nc1ccc([N+](=O)[O-])cc1[N+](=O)[O-] (stereo not given)	-1	0	2	i	2	-6	-0.1	-25	-0.9	0
O=C1N=c2ccccc2=C/C1=C\c1c(O)[nH]c(=S)[nH]c1=O	1	-1	2	i	1	4	0.0	-3	-0.8	4
C=CCn1c(O)c(C(CC)=NCCCO)c(=O)[nH]c1=O	-2	3	1	i	2	4	0.1	-2	-1.1	0
COc1c(C)cc(C(=O)C2CCCN(C3CCOCC3)C2)cc1C (stereo not given)	-10	5	0	i	1	-8	-0.2	-2	1.5	-9
O=c1c2ccccc2nc(CN2CCCCCC2)n1-c1ccc(F)cc1	-8	9	8	i	-2	1	0.5	-2	8.6	2
C#C[C@@]1(O)CCC2C3CCC4=C/C(=N/OCC(=O)NC(C(=O)NC(CC(C)C)C(=O)O)C(C)C)CC[C@]4(C)C3CC[C@@]21C (stereo not given in full)	-16	7	-7	i	1	5	-0.2	4	-1.1	-4
C[N+](C)(C)CCc1ccc(O)cc1	39	7	0	i	2	-121	-0.5	5	-3.4	-1
OCC#CC[N+]1(CC#Cc2ccccc2)CCOCC1	-6	-3	-2	i	-2	3	-0.4	2	-0.5	0
CCOC(=O)C12C(=O)OCC1C2c1ccccc1 (stereo not given)	·	4	·	·	·	·	0.4	5	-1.1	-4
Fc1ccc(N2CCN(Cc3cc4c(cc3Br)OCO4)CC2)cc1	-7	-7	5	i	0	-2	-0.9	1	0.8	-1
CCCCn1c(=O)c(C(=O)Nc2ccccc2Cl)c(O)c2ccccc21	-3	-7	2	i	2	9	-0.9	-4	0.7	3
Nc1c(C(=O)NCCN2CCOCC2)c2nc3ccccc3nc2n1Cc1ccccc1	5	-4	-14	i	-1	-8	-0.5	-9	1.2	3
COc1ccc(-c2[nH]ncc2CNC(C)Cc2cccc(C)n2)cc1F (stereo not given)	-3	-8	1	i	0	5	1.0	5	-2.2	-1
CC12CCC(O)CC1CCC1C2CCC2(C)C(C3=CC(=O)OC3)CCC12O (stereo not given)	-5	-2	2	i	-2	-3	-0.3	3	-1.8	-3
O=C(CN1CCCCC1)c1ccc2c(c1)OCO2	1	-9	-2	i	-3	-3	0.1	5	-1.2	112
CCCC(C)n1[nH]c(=O)c2c1NC(=O)CSC2c1ccc(OC)c(OC)c1 (stereo not given)	-7	5	1	i	4	11	-0.3	-1	-1.6	-1
CN(c1ccccc1)c1ccc([N+](=O)[O-])c2nonc12	-15	-9	2	i	8	-41	-0.6	-99	14	19
O=C(c1cn(Cc2ccccc2F)c2ncccc12)C(F)(F)F	-12	-9	-1	i	-1	10	-0.9	0	1.8	-1
CC1=CC(=O)C2=C(C)CC(O)C3C(C)C(=O)OC3C12 (stereo not given)	3	8	1	i	0	1	-0.2	4	0.0	-6
O=C(COc1ccc(Cl)cc1)N(c1ccccc1Cl)C1CN2CCC1CC2 (stereo not given)	3	-3	0	i	2	-5	0.5	-5	-0.3	-1
Cc1nn(Cc2ccccc2Cl)c(Cl)c1C(=O)OCC(=O)NC(=O)NC1CCCCC1	-4	-1	1	i	-2	1	-1.8	4	0.5	-10
Cc1cccnc1-n1c(CN2C(=O)c3ccccc3C2=O)nc2ccccc2c1=O	6	6	6	i	-2	-14	-0.7	-5	-0.5	-1
O=C(c1cc(C(=O)NCc2ccccc2)c(=O)n(Cc2ccccc2)c1)c1cc(Br)ccc1O	-6	24	-8	i	4	-15	-1.7	-2	2.8	10
CC(C)=CCc1c(O)cc2c(c1O)C(=O)CC(c1ccc(O)cc1)O2 (stereo not given)	-4	0	-31	i	-3	2	-0.1	2	0.8	-1
O=c1c2ccccc2nc(-c2ccccc2)n1-c1ccc(O)cc1	-9	-2	2	i	4	5	0.6	-2	-0.5	-3
COCCNC(=O)CN1C2CCC1CC(O)(c1cccnc1)C2 (stereo not given)	-10	-2	2	i	-1	-10	-0.7	5	-4.0	4

Some entries already given, limited to SUMO1-SIM PPI.
Structure	SUMO1-SIM PPI
O=c1c2ccccc2nc(-c2ccccc2)n1-c1ccc(O)cc1	-2
O=C(c1cn(Cc2ccccc2F)c2ncccc12)C(F)(F)F	0
O=C(CN1CCCCC1)c1ccc2c(c1)OCO2	5
O=C(COc1ccc(Cl)cc1)N(c1ccccc1Cl)C1CN2CCC1CC2 (stereo not given)	-5
Cc1nn(Cc2ccccc2Cl)c(Cl)c1C(=O)OCC(=O)NC(=O)NC1CCCCC1	4
CN(c1ccccc1)c1ccc([N+](=O)[O-])c2nonc12	-99

Record cards, from the list above.
OCC#CC[N+]1(CC#Cc2ccccc2)CCOCC1 as listed: Scp-1 inhibitor = -6; NadD inh = -3; DNMT1 block = -2; Rpn11 inh = i; STEP inh = -2; PABP1 MLLE inh = 3; Tb MetRS inh = -0.4; SUMO1-SIM PPI = 2; LMPTP block = -0.5; CSN deneddyl inh = 0
CC(C)NC(C)C(=O)c1ccc2ccccc2c1 (stereo not given) as listed: Scp-1 inhibitor = -6; NadD inh = -5; DNMT1 block = 0; Rpn11 inh = i; STEP inh = -3; PABP1 MLLE inh = 6; Tb MetRS inh = 0.3; SUMO1-SIM PPI = -7; LMPTP block = -0.6; CSN deneddyl inh = -6

Next part:
SMILES	Scp-1 inhibitor	NadD inh	DNMT1 block	Rpn11 inh	STEP inh	PABP1 MLLE inh	Tb MetRS inh	SUMO1-SIM PPI	LMPTP block	CSN deneddyl inh
O=C1NC(=O)C(Sc2ccccc2[N+](=O)[O-])C(=O)N1	-8	3	-7	i	2	34	-0.5	-6	1.4	4
O=C(Nc1cccnc1)c1c(O)c2c(n(Cc3ccccc3)c1=O)CCCC2	7	5	-1	i	4	6	-0.1	-1	5.4	1
Cc1ncc(CN2CCCC(C(=O)c3cccc(OC(C)C)c3)C2)s1 (stereo not given)	-6	4	3	i	1	-4	-0.4	-2	0.1	5
c1ccc(CCN2CCCCC2)nc1	-1	2	-1	i	-2	-2	-0.2	0	0.3	-2
CCOc1cc2c(cc1OCC)-n1cccc1C(c1ccc(C(C)C)cc1)NC2 (stereo not given)	3	6	-6	i	-1	7	-0.7	-6	-3.0	1
COc1cccc(OC)c1C1=NCC(=O)Nc2c1oc1ccc(Br)cc21	-3	6	-8	i	-2	2	5.5	-8	0.0	14
CC(C)Cc1nc(N2CCNCC2)c(C#N)c2c1CCC2	-3	-5	5	i	2	-2	1.4	3	-0.2	-2
Cc1ccc(S(=O)(=O)CC(=O)c2cc(C)c(OC(=O)N(C)C)c(C)c2)cc1	-1	-1	1	i	-2	-15	1.0	-2	0.7	2
COC(=O)C1=C(c2cccc(OCc3ccccc3)c2)C[C@@H]2CC[C@H]1N2C(=O)NCc1cccc(F)c1	-14	-2	-9	i	0	-26	0.3	2	6.5	0
CCCCn1c(O)c(C(CC)=Nc2ccc(OCC)cc2)c(=O)[nH]c1=O	-5	-3	4	i	2	-10	-0.1	-3	-1.0	5
O=C(CCc1ccccc1)N1Cc2cc(N3CCCCC3)ccc2-n2nncc2C1	·	-5	2	i	0	-15	-1.2	10	0.2	1
CN1CC(C(=O)c2ccc(F)cc2)C(c2ccc(F)cc2)C1 (stereo not given)	-3	-9	2	i	-1	-3	-0.9	3	0.0	5
O=C1CC(=O)N(c2cccc(F)c2)C(=O)N1	-5	-2	-2	i	-1	2	0.1	0	-1.2	3
C=CCn1cc(C=C2C(=O)N(C)C(=O)N(C)C2=O)c2ccccc21	-13	-7	2	i	0	-6	0.1	-8	0.1	6
COC(=O)C1=C(c2cccc(OCc3ccccc3)c2)C[C@@H]2CC[C@H]1N2C(=O)NCCc1ccc(F)cc1	-14	-4	-3	i	3	11	-0.4	2	8.7	-4
NC(=S)N/N=C/c1coc2ccccc2c1=O	-1	4	-5	i	-2	1	0.3	-4	-2.1	1
